Bioassay records (PubChem)
NALP1 inh = blocks the NALP1 inflammasome reconstituted in yeast; actives 0.61% (n = 280,000); inhibition, % at 10 µM; AID 2071; S. cerevisiae NALP1/ASC/caspase-1 growth, X-gal OD620, 72 h; in the data active means inhibition mostly above about 24%, no sharp cut-off; inactive means mostly below about 32%; further: some compounds called inactive have numbers as strong as hits
MEKK2wt PB1 HTS = raises or lowers MEK5 binding to wildtype human MEKK2 PB1 domain | Q9Y2U5 | bead flow cytometry, Alexa488-MEK5 binding to MEKK2 WT; actives lie on both sides | binding response (% of control), % at 10 µM | actives 1.1% (n = 290,000); in the data active means binding response below about 67% or above about 130%
MEKK2mut PB1 HTS = signal of MEK5 binding to mutant human MEKK2 PB1 domain; percent response, % at 10 µM; actives 0.35% (n = 290,000); bead flow cytometry, Alexa488-MEK5 binding to MEKK2 mutant; in the data active means percent response above about 24%, passing the limit was not always enough; further: inactives centre near 1; some results filed as inactive read as strong as hits
M18AAP inhibitor = PfM18AAP enzyme inhibition | recombinant PfM18AAP, H-Glu-NHMec fluorogenic cleavage | inhibition, % at 7.35 µM | actives 1.2% (n = 290,000) | AID 1822;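 active means inhibition above the campaign mean inhibition over all tested compounds plus 3 SD, cut at about 28% in these data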;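 further: 0% = plate median of test compound wells and 100% = 2 mM ZnCl2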
GPR7 antag = human neuropeptides B/W receptor 1 antagonism. inhibition, % at 4.4 µM. GPR7-expressing cells, fluorescence antagonist assay. P48145. actives 1.1% (n = 290,000); in the data active means inhibition above about 16%, passing the limit was not always enough;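 further: cells stimulated with the agonist NPW; 0% = agonist with vehicle and 100% = vehicle without agonist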
GalR3 antag = antagonists of human GalR3 | O60755 | HEK293 GalR3-CNG cAMP membrane potential fluorescence; galR3 body fused to GalR1 C-terminus | inhibition, % at 3 µM | actives 0.44% (n = 360,000);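 active means inhibition above the screen-wide average plus 3 SD, cut at about 13% in these data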;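 further: forskolin and galanin both at EC90 stimulate the cells; cAMP rise reported by CNG channel membrane potential dye signal; 0% = forskolin plus galanin with DMSO and 100% = forskolin alone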
Target sequence (O60755 1-299 limits assumed): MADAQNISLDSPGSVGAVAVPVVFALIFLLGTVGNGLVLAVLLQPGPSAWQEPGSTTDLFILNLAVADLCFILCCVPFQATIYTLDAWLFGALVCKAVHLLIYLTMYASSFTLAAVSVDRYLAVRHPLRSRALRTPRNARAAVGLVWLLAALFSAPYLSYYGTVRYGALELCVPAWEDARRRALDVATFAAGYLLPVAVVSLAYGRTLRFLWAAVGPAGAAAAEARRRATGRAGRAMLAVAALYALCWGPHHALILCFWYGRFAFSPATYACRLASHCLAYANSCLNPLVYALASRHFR
OXTR potentiate = potentiators of human oxytocin receptor | actives 0.061% (n = 320,000) | activation, % at 3 µM | CHO-OTR cells, Fluo-8 calcium fluorescence, potentiator mode; 0% = oxytocin EC15, 100% = EC100 | P30559 | AID 2445;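 active means activation above that plate's cutoff, the mean activation of tested compounds plus 3 SD, cut at about 6.6% in these data, passing the limit was not always enough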;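 further: 100% uses oxytocin at 75 nM as the full agonist control; some results filed as inactive read as strong as hits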
Target sequence (P30559 whole entry, looked up): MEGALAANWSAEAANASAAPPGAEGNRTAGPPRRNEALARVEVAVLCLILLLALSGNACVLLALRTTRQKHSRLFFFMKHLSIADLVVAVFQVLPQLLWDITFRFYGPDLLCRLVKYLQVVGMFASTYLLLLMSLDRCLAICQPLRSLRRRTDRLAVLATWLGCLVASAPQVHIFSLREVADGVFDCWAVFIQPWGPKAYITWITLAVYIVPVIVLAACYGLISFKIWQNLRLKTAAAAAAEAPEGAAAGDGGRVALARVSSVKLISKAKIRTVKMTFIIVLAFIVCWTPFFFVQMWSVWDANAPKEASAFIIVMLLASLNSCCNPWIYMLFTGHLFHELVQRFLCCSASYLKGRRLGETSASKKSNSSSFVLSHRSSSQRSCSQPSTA
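Replication – single well per compound, singlicate · Assay system – CHO cell line stably expressing human OTR · Timing – 6 min pre-incubation, 100 s read · Measure – normalized max/min fluorescence ratio, % activation · Doses – 3.0 µM, one dose · Detection – Fluo-8 calcium dye fluorescence · Probe or stimulus – oxytocin near EC15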
V1R ag counter = counter-screen for oxytocin receptor agonists: human V1a receptor agonists; activation, % at 3 µM; CHO-V1R cells, Fluo-8 calcium fluorescence, agonist mode; 0% DMSO, 100% 3 nM vasopressin; AID 2797; actives 0.25% (n = 320,000); P37288;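 active means activation above the mean activation of all tested compounds plus 3 SD, per screening run, cut at about 20% in these data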;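 further: signal is peak over basal fluorescence ratio across a 100 second FLIPR read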
Target sequence (P37288 whole entry, looked up): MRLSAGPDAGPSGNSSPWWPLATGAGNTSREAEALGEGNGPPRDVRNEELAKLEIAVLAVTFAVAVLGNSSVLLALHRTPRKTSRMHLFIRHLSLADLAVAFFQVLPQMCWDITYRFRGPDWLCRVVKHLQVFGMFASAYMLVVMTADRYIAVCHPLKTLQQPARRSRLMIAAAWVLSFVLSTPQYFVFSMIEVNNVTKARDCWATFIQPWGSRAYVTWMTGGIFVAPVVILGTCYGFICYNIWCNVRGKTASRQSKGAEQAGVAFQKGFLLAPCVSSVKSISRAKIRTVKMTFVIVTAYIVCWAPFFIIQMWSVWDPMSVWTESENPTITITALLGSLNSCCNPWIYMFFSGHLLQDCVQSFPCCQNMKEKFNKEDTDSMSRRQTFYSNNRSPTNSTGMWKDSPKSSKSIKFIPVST
OXTR ag = activates the human oxytocin receptor; activation, % at 3 µM; actives 0.32% (n = 320,000); AID 2435; P30559; CHO-OTR cells, Fluo-8 calcium fluorescence; normalized: DMSO 0%, oxytocin 100%;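 active means activation above the mean of all tested compounds plus 3 SD, cutoff set per screening run, cut at about 20% in these data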;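 further: peak over basal fluorescence ratio from a 100 s FLIPR kinetic read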
Starred values were filed as active, the others as inactive; x = not tested or not shown; [ ] = dose if it differs, or a comment.

SMILES	NALP1 inh	MEKK2wt PB1 HTS	MEKK2mut PB1 HTS	M18AAP inhibitor	GPR7 antag	GalR3 antag	OXTR potentiate	V1R ag counter	OXTR ag
COc1cc(OC)cc(C(=O)NCCCCCCNC(=O)c2cc(OC)cc(OC)c2)c1	x	x	x	x	x	-5.1	-2.9	0.6	-1.4
CC1CCCCN1C(=O)c1ccccc1OC1CCN(S(C)(=O)=O)CC1 (stereo unspecified)	3.1	69.0	-20.0	-10.9	2.5	8.9	-5.9	-0.4	0.3
Cc1nc(Oc2ccc(S(=O)(=O)N3CCOCC3)cc2Cl)c2c3c(sc2n1)CCCC3	29.3	98.0	-1.0	-7.3	-1.5	-1.5	-6.3	7.9	1.7
COC(=O)CCC(=O)Nc1sc(Cc2ccccc2)c(C)c1C(N)=O	-19.0	94.0	-1.0	11.5	-6.2	-2.5	-12.2	0.6	-0.1
Nc1ccc2oc3ccc(N)cc3c(=O)c2c1	1.1	93.0	-3.0	23.7	-2.3	-4.4	-1.4	0.1	0.0
Cc1ccc(C)c(N2CCN(C(=O)C3CCN(c4nnc(N5CCCC5=O)s4)CC3)CC2)c1	20.7	x	x	-7.2	-0.2	-5.8	-8.9	3.7	4.0
CCN(CC)CCNCc1cc(Cl)c(OCC(=O)Nc2ccccc2)c(OC)c1	14.6	111.0	6.0	1.5	3.3	1.3	-10.8	2.6	3.8
CNC(=O)c1ccc(-c2ccccc2)s1	1.1	105.0	-1.0	-0.6	8.5	4.5	-13.1	-0.2	-0.2
CCOc1ccccc1NC(=O)NNS(=O)(=O)c1cc(OC)ccc1OC	8.0	95.0	-5.0	4.1	-14.6	0.3	0.7	0.9	0.4
C(=N\n1cnnc1)/c1ccccn1	7.8	102.0	0.0	5.4	-8.0	-2.4	-1.2	0.8	0.3
COc1ccc(-n2c(C)csc2=S)cc1	21.0	100.0	3.0	6.0	-7.6	-2.8	-9.6	0.1	-0.3
CCCNC(=O)Nc1nnc(C2CC2)s1	0.2	103.0	8.0	-0.7	-12.5	-2.4	-5.3	0.2	0.1
O=C(CN1C(=O)C2CCCCN2C(=O)c2ccccc21)Nc1ccc(F)cc1 (stereo unspecified)	15.2	107.0	3.0	-10.7	-11.0	-3.5	3.9	-1.2	-0.1
O=C(Cc1ccc(Cl)cc1)c1c[nH]c(C(=O)NCc2cccnc2)c1	-26.6	97.0	-49.0	0.7	4.7	-1.8	-10.9	4.7	1.0
CCn1c(=O)cc(OCC(=O)Nc2ccc3c(c2)OCCO3)c2ccccc21	16.3	100.0	-3.0	-4.0	-2.7	-3.4	-1.1	-1.2	-1.5
OCCN(CCO)Cc1ccc(Br)cc1	0.2	98.0	-5.0	6.7	-0.8	-8.6	-7.4	1.0	-0.2
O=C(/C=C/c1ccccc1)c1ccc2c3c(cccc13)CC2	33.0	101.0	-9.0	5.5	-4.2	-2.5	-4.9	1.6	2.1
Cc1ccc(C(=O)N(C)CC(=O)Nc2ccc(F)c(F)c2F)o1	18.6	93.0	-9.0	1.6	-10.0	4.2	1.3	0.7	0.2
Cc1cc(C(F)(F)F)nn1C(=O)c1cccnc1Cl	1.4	105.0	2.0	-7.0	-12.3	-3.1	-13.7	0.6	0.3
CCCCNC(=O)C12CCC(C)(C(=O)C1Br)C2(C)C (stereo unspecified)	23.5	102.0	2.0	-1.3	-11.7	-3.0	-0.7	0.1	-1.0
CCOc1ccc(-n2nc3c(SCCN4CCCC4)nnc(C)c3c2C)cc1	23.1	107.0	4.0	-2.6	-5.9	4.3	5.5	-1.2	-1.8
Clc1cc(Cl)cc(C2=NC(Cc3ccccc3)CO2)c1 (stereo unspecified)	x	107.0	2.0	x	x	-0.2	-2.6	-0.3	-0.9
CC(=O)N1CCc2cc(S(=O)(=O)NC(C(=O)Nc3nc(C)cs3)C(C)C)ccc21 (stereo unspecified)	-1.3	107.0	9.0	4.9	-5.2	-5.2	-4.6	1.2	-0.6
CC(C)c1ccc(NC(=S)N2CCN(Cc3ccccc3)CC2)cc1	13.8	101.0	-3.0	-1.1	-2.1	-6.7	-4.4	-1.5	-0.1
Cc1c(NC(=O)Cc2cccs2)cccc1[N+](=O)[O-]	5.9	94.0	0.0	2.1	-9.2	-2.1	-5.0	0.1	-0.7

The last 3 records of the part before lead into the next.
SMILES	NALP1 inh	MEKK2wt PB1 HTS	MEKK2mut PB1 HTS	M18AAP inhibitor	GPR7 antag	GalR3 antag	OXTR potentiate	V1R ag counter	OXTR ag
CC(=O)N1CCc2cc(S(=O)(=O)NC(C(=O)Nc3nc(C)cs3)C(C)C)ccc21 (stereo unspecified)	-1.3	107.0	9.0	4.9	-5.2	-5.2	-4.6	1.2	-0.6
CC(C)c1ccc(NC(=S)N2CCN(Cc3ccccc3)CC2)cc1	13.8	101.0	-3.0	-1.1	-2.1	-6.7	-4.4	-1.5	-0.1
Cc1c(NC(=O)Cc2cccs2)cccc1[N+](=O)[O-]	5.9	94.0	0.0	2.1	-9.2	-2.1	-5.0	0.1	-0.7
COc1ccc(NC(=O)CN(C)C(=O)c2ccc(N3CCCCCC3)c([N+](=O)[O-])c2)cc1	x	x	x	x	x	-3.3	-11.8	-0.7	-1.6
CC(C)NC(=O)Cn1cnc2c(cnn2-c2ccc(F)cc2)c1=O	-11.4	103.0	1.0	-0.2	-14.2	-6.2	-9.9	-0.5	2.2
CCCN1CCN(C(=O)c2cc3c(s2)-c2ccccc2OC3)CC1	16.3	101.0	1.0	4.4	-1.2	-1.0	-5.8	1.6	0.0
CCN1CCN(c2c(Cl)cccc2NC(=O)c2ccc3nsnc3c2)CC1	x	110.0	5.0	0.0	-11.6	-0.1	-9.0	-1.1	-2.3
O=CN1CCN(c2ncnc3c2nnn3Cc2c(F)cccc2Cl)CC1	-7.5	91.0	-11.0	-6.8	-8.7	0.6	-0.5	1.4	0.2
Cc1ccc(-c2cc(C(=O)Nc3cccnc3)c3ccccc3n2)o1	19.4	100.0	0.0	-104.7	-6.1	-2.2	-7.5	1.8	0.8
NC(=O)c1ccc(NC(=O)COC(=O)c2cc3ccccc3cc2O)cc1	x	x	x	x	x	4.5	2.0	2.8	1.4
COc1ccc(CNc2cccc3[nH]c(C(F)(F)F)nc23)cc1OC	4.9	107.0	1.0	-4.9	-0.3	-5.3	0.7	-1.4	-0.8
Cc1cccc(NC(=O)COC(=O)c2cccc3c2C(=O)c2ccccc2C3=O)c1C	13.3	99.0	11.0	-6.6	-2.5	-2.3	-12.2	-1.0	-2.4
Cc1ccsc1/C=N/NC(=O)CNC(=O)c1ccco1	4.3	99.0	1.0	-10.9	-4.2	-5.4	3.7	-0.5	0.0
CCNC(=S)N1CCc2cc(OC)c(OC)cc2C1COc1ccc(F)cc1 (stereo unspecified)	-9.1	113.0	-1.0	5.3	11.6	-3.4	-5.1	0.8	1.0
O=C(C[n+]1cccc(CNC(=O)c2ccc(OC(F)F)cc2)c1)Nc1cccc(C(F)(F)F)c1	18.2	123.0	10.0	4.7	-4.9	-4.8	-3.2	-0.5	-0.3
Cc1cc2oc(C(=O)Nc3c(C)n(C)n(-c4ccccc4)c3=O)c(C)c2cc1C	6.2	110.0	3.0	-2.0	-10.8	-0.4	-2.1	-1.3	-2.3
Cn1c(=NC(=O)c2ccc(S(=O)(=O)N3CCCc4ccccc43)cc2)sc2cc(S(C)(=O)=O)ccc21	23.2	92.0	-5.0	-12.2	1.9	7.9	-5.1	4.1	3.4
CCNC(=S)NNC(=O)c1cccn(Cc2ccc(Cl)cc2Cl)c1=O	-0.2	102.0	0.0	2.5	-1.8	-3.2	4.0	2.0	1.9
COc1ccc(-c2c(-c3ccccc3OC)sc3ccccc23)cc1C=O	x	x	x	x	x	-7.3	-3.9	0.5	-0.1
COc1cc(C(=O)Nc2cc(-c3ccccc3)[nH]n2)cc(OC)c1OC	24.4	102.0	1.0	x	x	-4.4	-4.8	-0.1	-0.3
CCCc1cc(=S)n2c([nH]c3ccccc32)c1C#N	-1.7	-3.0*[inhibitor]	-32.0	-59.3	5.6	-3.2	1.4	-1.5	4.8
Cc1ncc(CN=Cc2ccc(Cl)cc2)c(N)n1	6.0	98.0	9.0	-2.2	-15.4	-7.8	-1.3	2.1	1.5
Cc1ccc(-n2nnnc2SCC(=O)c2c(N)n(CC(C)C)c(=O)n(C)c2=O)cc1	32.2	103.0	5.0	-4.7	-14.7	9.8	-5.5	0.6	0.4
N=C1/C(=C/c2ccc(Br)o2)C(=O)N=C2SC(CC(=O)N3CCCC3)=NN12	1.7	100.0	-1.0	4.8	-7.0	-1.2	-5.0	1.4	0.6
CN1CCN(S(=O)(=O)c2cccc(C(=O)NCc3ccc(Cl)cc3)c2)CC1	-4.1	112.0	0.0	-2.6	-6.0	-2.0	-12.6	0.5	0.9
Nc1cccc(S(=O)(=O)Nc2ccc(Br)cc2)c1	-13.9	95.0	-6.0	2.1	-7.4	-5.2	-6.5	3.0	7.4
COc1ccc2cc(C(=O)C3CCCN(C(=O)c4cccnc4)C3)ccc2c1 (stereo unspecified)	8.2	103.0	3.0	-1.1	-8.6	0.7	-13.5	3.9	2.5
Cc1cccc(N2CCN(C(=O)c3ccc(Cl)c(S(=O)(=O)N4CCc5ccccc5C4)c3)CC2)c1C	x	101.0	-2.0	0.0	-11.9	-5.7	-3.4	0.5	-0.8
SMILES	NALP1 inh	MEKK2wt PB1 HTS	MEKK2mut PB1 HTS	M18AAP inhibitor	GPR7 antag	GalR3 antag	OXTR potentiate	V1R ag counter	OXTR ag
O=C(NC(Cc1ccccc1)C(=O)O)/C(=C\c1ccc([N+](=O)[O-])cc1)NC(=O)c1ccco1 (stereo unspecified)	23.6	108.0	3.0	6.9	-1.6	-3.9	-8.7	0.0	0.6
Cc1ccc(-c2nc3cccnc3o2)cc1NC(=O)COc1ccc(C(C)(C)C)cc1	0.1	99.0	0.0	3.9	-19.8	2.4	-21.4	0.6	-1.4
O=C(NCc1ccc2c(c1)CCO2)Nc1ccccc1	9.4	97.0	-14.0	-5.2	-0.3	-0.9	-1.5	-1.7	-1.5
Cc1ccc(-n2c(SCC(=O)N3CCOCC3)nc(O)c(Cc3ccccc3)c2=O)cc1	18.3	106.0	3.0	-9.6	-13.3	-3.2	-7.3	0.2	0.2
S=C(NCc1cccs1)Nc1ccc(Br)cc1Cl	19.5	99.0	0.0	8.0	13.7	-8.2	-10.8	1.1	-0.5
Cc1onc(-c2c(Cl)cccc2Cl)c1C(=O)N1CCN(c2ncccn2)CC1	7.1	100.0	-39.0	-7.1	-2.6	-8.2	-13.6	-0.1	-0.5
O=C(COc1ccc(Cl)cc1)NCc1nnc(SCC(=O)N2CCCCC2)o1	-4.6	102.0	2.0	-1.8	-6.7	-6.8	-1.8	0.1	0.7
O/N=C/c1cc2ccccc2n1Cc1ccccc1F	9.8	103.0	3.0	3.1	-18.4	-11.0	-0.7	-0.3	-2.7
COc1cccc(S(=O)(=O)NCc2ccc(C(=O)NCc3ccco3)cc2)c1	x	95.0	-3.0	-1.8	0.2	-4.7	2.2	-0.2	0.7
CN(C(=O)COc1ccccc1)c1nnc(-c2cccnc2)s1	-2.3	x	x	0.8	10.7	-5.2	-17.7	1.1	1.0
COC(C(=O)NNC(=O)CCc1ccccc1)c1ccccc1 (stereo unspecified)	-3.7	105.0	0.0	1.7	-9.6	-7.2	-0.3	0.5	-0.8

This is a random part of the collection; about 4.1% have a hit in one of these screens.
